Bioassay records as filed in PubChem.
LYP phosphatase: inhibition of human PTPN22 tyrosine phosphatase – biochemical, DiFMUP fluorescence, recombinant catalytic domain, 10 µM, primary screen (AID 606). recombinant LYP catalytic domain, DiFMUP fluorescence; higher % means a stronger effect. inhibition, % at 10 µM, or IC50 in µM where a hit was titrated. 52,000 tested, under 10 active;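 active means IC50 under 40 µM in the dose-response test; inactive means IC50 of 40 µM or more, or never dose-tested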
MK inhibit: inhibitors of Streptococcus pneumoniae mevalonate kinase; AID 555; 65,000 tested, 0.48% active; inhibition, % at 10 µM; purified MK, PK/LDH-coupled NADH absorbance 340 nm;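 active means ranked among the strongest by inhibition in the single 10 µM screen, a fixed top-ranked set picked for dose follow-up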; further: no value below 0 was filed
DPM-DC inhibit: inhibitors of Streptococcus pneumoniae diphosphomevalonate decarboxylase; purified DPM-DC, PK/LDH coupled NADH fluorescence; calls only at 10 µM; 65,000 tested, 0.49% active; AID 556;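 active means the 320 compounds with the highest percent inhibition in the single-dose primary screen, excluding strongly autofluorescent ones, cut at about 32% in these data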;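 further: kinetic rate of NADH fluorescence loss reporting ADP formed by the decarboxylase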
Bfl-1 displacement: displacement of Bid BH3 peptide from Bfl-1 – biochemical, fluorescence polarization, FITC-Bid, mouse, primary screen (AID 432) | FITC-Bid BH3 peptide fluorescence polarization displacement; higher % means a stronger effect | displacement, % at 20 µM; hits with a dose series show IC50 in µM | 64,000 tested, 0.02% active; in the data active means a potency from the dose series; inactive means the rest, 99 in 100 with displacement below about 15%; further: strong numbers were not always called active
HT1080 viability: HT1080 cell viability loss – fluorescence readout (AID 620). HT1080 viability, fluorescence; higher % means a stronger effect. cytotoxicity, % at 10 µM; hits with a dose series show EC50 in µM. 87,000 tested, 0.42% active;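 further: cells exposed to compound overnight then 4 h with Alamar Blue; 0% = vehicle DMSO and 100% = killing control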
Alkaline phosphatase: human TNAP enzyme inhibitors, biochemical, luminescent (AID 518). 64,000 tested, 0.09% active. one-dose inhibition, % at 20 µM; IC50 in µM for titrated hits. purified TNAP enzyme, luminescent substrate readout; higher % means a stronger effect; in the data active means a potency from the dose series; inactive means the rest, 99 in 100 with inhibition below about 22%;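 further: plate controls were vehicle for no effect and reference inhibitor for full effect; many of its hits are not listed in these tables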
Spn PMK inh: S. pneumoniae PMK inhibition; purified PMK, PK/LDH-coupled NADH absorbance 340 nm; inhibition, % at 10 µM; 65,000 tested, 0.49% active; AID 539;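 active means top-ranked compounds by inhibition in the single 10 µM screen, taking a fixed number of the strongest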;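 further: 0% = full reaction with DMSO carrier and 100% = background rate without enzyme reaction; no value below 0 was filed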
KRASV12 cytotoxicity: viability loss of HPDE-C7K cells – cell-based, fluorescence, HTS, primary screen (AID 431); 63,000 tested, 1.7% active; cytotoxicity, % at 10 µM; hits with a dose series show EC50 in µM; HPDE-C7K KRASV12 cells, Alamar Blue viability, 48 h; higher % means a stronger effect;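 active means compounds whose percent cytotoxicity in the single-dose primary screen, scaled between solvent and toxic-drug controls, exceeds 50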;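 further: 0% = DMSO solvent wells and 100% = doxorubicin-treated wells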
HPDE-C7 viability: HPDE-C7 pancreatic duct cell viability loss – fluorescence, HTS (AID 430). cytotoxicity, % at 10 µM, or EC50 in µM where a hit was titrated. HPDE-C7 pancreatic duct cells viability, fluorescence; higher % means a stronger effect. 63,000 tested, 1.8% active;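 further: cells exposed to compound for 48 hours before viability readout; 0% = vehicle and 100% = reference cytotoxic drug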
Spn PMK inh pilot replicates: further read-out of Spn PMK inh, marked with its call; inhibition, %; measured here: pilot screen replicates
MK inhibit pilot replicates: second read-out of MK inhibit, no call of its own (marks repeat the call); inhibition, %; measured here: pilot screen replicates
DPM-DC inhibit pilot screen %: also measured in DPM-DC inhibit; calls as there; inhibition, %; measured here: pilot screen trials
Starred values were filed as active, the others as inactive. Unless noted, no stated cut-off is given here; in the data, active means cytotoxicity above about 50%; inactive means the rest.

What do the screens show for `CC[N+](C)(C)Cc1ccccc1Br`?
LYP phosphatase: 8%; MK inhibit: 3; DPM-DC inhibit: inactive; Bfl-1 displacement: 6%; HT1080 viability: -2%; Alkaline phosphatase: 13%; Spn PMK inh: 4; KRASV12 cytotoxicity: -4%; HPDE-C7 viability: -8%; Spn PMK inh pilot replicates: 0.0; MK inhibit pilot replicates: 0.0; DPM-DC inhibit pilot screen %: 0.0

How did CSc1oc(-c2ccco2)nc1S(=O)(=O)c1ccc(Br)cc1 do in these assays?
LYP phosphatase: 5%; MK inhibit: 6; DPM-DC inhibit: inactive; Bfl-1 displacement: -4%; HT1080 viability: -6%; Alkaline phosphatase: 4%; Spn PMK inh: 0; KRASV12 cytotoxicity: -1%; HPDE-C7 viability: -4%

How did Cc1noc(C)c1S(=O)(=O)N1CCC(C(=O)N(C)Cc2ccccc2)CC1 do in these assays?
LYP phosphatase: 16%; MK inhibit: 6; DPM-DC inhibit: inactive; Bfl-1 displacement: -2%; Alkaline phosphatase: 0%; Spn PMK inh: 19; KRASV12 cytotoxicity: -14%; HPDE-C7 viability: -8%

Results for O=C(O)CCCNCc1ccccc1F ?
LYP phosphatase: -4%; MK inhibit: 5; DPM-DC inhibit: inactive; Bfl-1 displacement: -7%; HT1080 viability: 10%; Alkaline phosphatase: 7%; Spn PMK inh: 11; KRASV12 cytotoxicity: 5%; HPDE-C7 viability: -15%

What do the screens show for `Cc1ccc(NC(=O)c2nnn(-c3cc(C)cc(C)c3)c2N)cc1`?
LYP phosphatase: 9%; MK inhibit: 0; DPM-DC inhibit: inactive; Bfl-1 displacement: 9%; HT1080 viability: -1%; Alkaline phosphatase: 17%; Spn PMK inh: 3; KRASV12 cytotoxicity: 52%*; HPDE-C7 viability: 56%*

Results for CCCC(c1nnnn1C(C)(C)CC)N(Cc1ccco1)Cc1cc2ccc(OC)cc2[nH]c1=O (configuration not stated) ?
LYP phosphatase: 3%; MK inhibit: 1; DPM-DC inhibit: inactive; Bfl-1 displacement: -5%; HT1080 viability: -2%; Alkaline phosphatase: 4%; Spn PMK inh: 7; KRASV12 cytotoxicity: 56%*; HPDE-C7 viability: 73%*

Results for Cc1cc(C(=O)NCc2cccs2)cs1 ?
LYP phosphatase: 15%; MK inhibit: 14; DPM-DC inhibit: inactive; Bfl-1 displacement: 2%; HT1080 viability: 8%; Alkaline phosphatase: 8%; Spn PMK inh: 0; KRASV12 cytotoxicity: -4%; HPDE-C7 viability: -6%

Results for O=S(=O)(CCN(CCS(=O)(=O)C(F)(F)F)CC1CCCO1)C(F)(F)F (configuration not stated) ?
LYP phosphatase: 12%; MK inhibit: 3; DPM-DC inhibit: inactive; Bfl-1 displacement: 3%; HT1080 viability: 14%; Alkaline phosphatase: -6%; Spn PMK inh: 9; KRASV12 cytotoxicity: 11µM*; HPDE-C7 viability: 11µM*

What do the screens show for `Fc1cc2ncn(Cc3ccccc3)c2cc1F`?
MK inhibit: 10; DPM-DC inhibit: inactive; Bfl-1 displacement: 4%; HT1080 viability: 9%; Alkaline phosphatase: 8%; Spn PMK inh: 10; KRASV12 cytotoxicity: -20%; HPDE-C7 viability: -28%

How did CCOC(=O)c1cn(CC)c2cc(N3CCSCC3)c(F)cc2c1=O do in these assays?
LYP phosphatase: 3%; MK inhibit: 9; DPM-DC inhibit: inactive; Bfl-1 displacement: 1%; HT1080 viability: -2%; Alkaline phosphatase: 5%; Spn PMK inh: 12; KRASV12 cytotoxicity: -1%; HPDE-C7 viability: -5%

What do the screens show for `Cc1ccc2c(Cl)cc(Cl)c(OCC(=O)NC(=O)NCc3ccco3)c2n1`?
LYP phosphatase: 11%; MK inhibit: 0; DPM-DC inhibit: inactive; Bfl-1 displacement: 2%; HT1080 viability: 2%; Alkaline phosphatase: 1%; Spn PMK inh: 12; KRASV12 cytotoxicity: 18%; HPDE-C7 viability: 2%

What do the screens show for `CSCCOC(=O)C1=C(C)NC(=O)CC1c1ccccc1Cl` (configuration not stated)?
MK inhibit: 6; DPM-DC inhibit: inactive; Bfl-1 displacement: -12%; HT1080 viability: 8%; Alkaline phosphatase: 8%; Spn PMK inh: 8; KRASV12 cytotoxicity: 0%; HPDE-C7 viability: 3%

How did Oc1ccc(CNc2ccccc2)c2cccnc12 do in these assays?
LYP phosphatase: 5%; MK inhibit: 0; DPM-DC inhibit: inactive; Bfl-1 displacement: 1%; HT1080 viability: 9%; Alkaline phosphatase: 2%; Spn PMK inh: 13; KRASV12 cytotoxicity: 44%; HPDE-C7 viability: 35%

How did CCCCC(=O)Nc1ccc2c(c1)nc(CCN1CCOCC1)n2C do in these assays?
LYP phosphatase: -6%; MK inhibit: 5; DPM-DC inhibit: inactive; Bfl-1 displacement: -3%; HT1080 viability: -4%; Alkaline phosphatase: 16%; Spn PMK inh: 8; KRASV12 cytotoxicity: 44%; HPDE-C7 viability: 4%

Results for CC1(C)CC(=O)c2c(nn(-c3ccccc3)c2N)C1 ?
LYP phosphatase: 16%; MK inhibit: 5; DPM-DC inhibit: inactive; Bfl-1 displacement: 3%; HT1080 viability: 5%; Alkaline phosphatase: 10%; Spn PMK inh: 15; KRASV12 cytotoxicity: -6%; HPDE-C7 viability: -14%

What do the screens show for `CCCn1nc(C(=O)Nc2cccc(C(=O)OC)c2)c2ccccc2c1=O`?
LYP phosphatase: 12%; MK inhibit: 0; DPM-DC inhibit: inactive; Bfl-1 displacement: -3%; HT1080 viability: -1%; Alkaline phosphatase: 7%; Spn PMK inh: 14; KRASV12 cytotoxicity: 3%; HPDE-C7 viability: 2%

What do the screens show for `CCC(CC)C(=O)Nc1cc(C)cc(C)c1`?
LYP phosphatase: 4%; MK inhibit: 0; DPM-DC inhibit: inactive; Bfl-1 displacement: 10%; HT1080 viability: 0%; Alkaline phosphatase: 1%; Spn PMK inh: 1; KRASV12 cytotoxicity: -5%; HPDE-C7 viability: -4%

What do the screens show for `CCOC(=O)c1nnn(-c2nonc2N)c1CN(C)C1CCCCC1`?
MK inhibit: 1; DPM-DC inhibit: inactive; Bfl-1 displacement: 0%; HT1080 viability: 5%; Alkaline phosphatase: 7%; Spn PMK inh: 19; KRASV12 cytotoxicity: 4%; HPDE-C7 viability: -1%

How did O/N=C(/CN(O)/C=C1/C=CC=N1)c1cccs1 do in these assays?
MK inhibit: 5; DPM-DC inhibit: inactive; Bfl-1 displacement: -4%; HT1080 viability: -2%; Alkaline phosphatase: 7%; Spn PMK inh: 3; KRASV12 cytotoxicity: -1%; HPDE-C7 viability: 2%

Results for Cc1cc(S(=O)(=O)NCCN2CCOCC2)c(C)s1 ?
MK inhibit: 10; DPM-DC inhibit: inactive; Bfl-1 displacement: 5%; HT1080 viability: 1%; Alkaline phosphatase: 4%; Spn PMK inh: 7; KRASV12 cytotoxicity: 2%; HPDE-C7 viability: -10%

The final two entries of the part before come first, to join the parts.
How did O/N=C(/CN(O)/C=C1/C=CC=N1)c1cccs1 do in these assays?
MK inhibit: 5; DPM-DC inhibit: inactive; Bfl-1 displacement: -4%; HT1080 viability: -2%; Alkaline phosphatase: 7%; Spn PMK inh: 3; KRASV12 cytotoxicity: -1%; HPDE-C7 viability: 2%

Results for Cc1cc(S(=O)(=O)NCCN2CCOCC2)c(C)s1 ?
MK inhibit: 10; DPM-DC inhibit: inactive; Bfl-1 displacement: 5%; HT1080 viability: 1%; Alkaline phosphatase: 4%; Spn PMK inh: 7; KRASV12 cytotoxicity: 2%; HPDE-C7 viability: -10%

What do the screens show for `CCOC(=O)C1CCN(C(=O)Cn2cc3c(n2)CCC(C)C3)CC1` (configuration not stated)?
LYP phosphatase: 9%; MK inhibit: 0; DPM-DC inhibit: inactive; Bfl-1 displacement: -5%; HT1080 viability: -3%; Alkaline phosphatase: 7%; Spn PMK inh: 0; KRASV12 cytotoxicity: 5%; HPDE-C7 viability: -3%

How did CCn1c(SCC(=O)Nc2cc(C)on2)nc2sc(C)c(C)c2c1=O do in these assays?
LYP phosphatase: 13%; MK inhibit: 0; DPM-DC inhibit: inactive; Bfl-1 displacement: 1%; HT1080 viability: 4%; Alkaline phosphatase: 7%; Spn PMK inh: 15; KRASV12 cytotoxicity: 1%; HPDE-C7 viability: -3%

What do the screens show for `CCCC(=O)N1CCN(c2ccc(NC(=O)c3ccc(Br)o3)cc2)CC1`?
LYP phosphatase: -2%; MK inhibit: 4; DPM-DC inhibit: inactive; Bfl-1 displacement: 2%; HT1080 viability: 7%; Alkaline phosphatase: 12%; Spn PMK inh: 6; KRASV12 cytotoxicity: 3%; HPDE-C7 viability: -20%; Spn PMK inh pilot replicates: 8.5; MK inhibit pilot replicates: 6.0; DPM-DC inhibit pilot screen %: 5.0

How did COCC(C)N=CC1=C(O)CC(C)(C)CC1=O (configuration not stated) do in these assays?
LYP phosphatase: 16%; MK inhibit: 4; DPM-DC inhibit: inactive; Bfl-1 displacement: -4%; HT1080 viability: -4%; Alkaline phosphatase: 9%; Spn PMK inh: 6; KRASV12 cytotoxicity: -6%; HPDE-C7 viability: -9%

What do the screens show for `CC(C)c1ccc(NC(=O)NC2CCCCC2)cc1`?
LYP phosphatase: -6%; MK inhibit: 6; DPM-DC inhibit: inactive; Bfl-1 displacement: -1%; Alkaline phosphatase: 8%; Spn PMK inh: 0; KRASV12 cytotoxicity: 53%*; HPDE-C7 viability: 35%

What do the screens show for `Cc1cc(Cl)ccc1OCc1nc(-c2ccc(O)cc2)n[nH]1`?
LYP phosphatase: 4%; MK inhibit: 6; DPM-DC inhibit: inactive; Bfl-1 displacement: 0%; HT1080 viability: 11%; Alkaline phosphatase: 14%; Spn PMK inh: 0; KRASV12 cytotoxicity: 86%*; HPDE-C7 viability: 77%*

How did COc1cccc(C(=O)NCc2cccnc2)c1 do in these assays?
LYP phosphatase: -4%; MK inhibit: 5; DPM-DC inhibit: inactive; Bfl-1 displacement: -4%; HT1080 viability: 7%; Alkaline phosphatase: 19%; Spn PMK inh: 3; KRASV12 cytotoxicity: -2%; HPDE-C7 viability: 0%

What do the screens show for `O=C(CN1C(=O)CCSc2ccccc21)Nc1ccc2c(c1)OCO2`?
LYP phosphatase: -9%; MK inhibit: 3; DPM-DC inhibit: inactive; Bfl-1 displacement: -4%; HT1080 viability: -5%; Alkaline phosphatase: 7%; Spn PMK inh: 6; KRASV12 cytotoxicity: 4%; HPDE-C7 viability: -18%; Spn PMK inh pilot replicates: 0.0; MK inhibit pilot replicates: 1.0; DPM-DC inhibit pilot screen %: 0.0

How did Cc1ccc(S(=O)(=O)CC2CSc3nnc(C)c(=O)n32)cc1 (configuration not stated) do in these assays?
LYP phosphatase: 7%; MK inhibit: 4; DPM-DC inhibit: inactive; Bfl-1 displacement: 0%; HT1080 viability: -4%; Alkaline phosphatase: 9%; Spn PMK inh: 3; KRASV12 cytotoxicity: -7%; HPDE-C7 viability: -21%; Spn PMK inh pilot replicates: 5.5; MK inhibit pilot replicates: 1.0; DPM-DC inhibit pilot screen %: 3.5
